High-throughput results deposited in PubChem by NCI.
Growth percent in the NCI-60 one-dose screen (48 h, 10 µM unless noted): 100 = growth as untreated, 0 = no growth, -100 = all killed.
T-47D = T-47D breast cancer; actives 5% (n = 79,000)
SK-MEL-2 = SK-MEL-2 melanoma; AID 1794763; actives 4.7% (n = 77,000)
MALME-3M = MALME-3M melanoma. actives 5.8% (n = 78,000)
HS 578T = HS 578T breast cancer; actives 4.1% (n = 78,000); AID 1794788
LOX IMVI = LOX IMVI melanoma; actives 7.4% (n = 79,000); AID 1794757
UACC-257 = UACC-257 melanoma | actives 4.4% (n = 78,000) | AID 1794764
SK-MEL-5 = SK-MEL-5 melanoma. actives 6.4% (n = 80,000). AID 1794755
SK-MEL-28 = SK-MEL-28 melanoma; actives 4.1% (n = 81,000)
* = called active by the depositor. The calls were made as follows: active = growth percent below 10; inactive = the rest.

Start of the listing, in advance:
Results for N#Cc1cccc(-c2cc(=O)c3cc(O)ccc3[nH]2)c1 ?
T-47D: 97; SK-MEL-2: 106; MALME-3M: 102; HS 578T: 104; LOX IMVI: 96; UACC-257: 104; SK-MEL-5: 98

How did OC(Cn1nnc2ccccc21)Cn1c2ccc(Br)cc2c2cc(Br)ccc21 (stereo not given) do in these assays?
T-47D: 98; SK-MEL-2: 110; HS 578T: 126; LOX IMVI: 94; UACC-257: 108; SK-MEL-5: 106; SK-MEL-28: 115

Results for O=C(O)c1cccc2cccc(C(=O)O)c12 ?
T-47D: 107; SK-MEL-2: 113; MALME-3M: 131; HS 578T: 100; LOX IMVI: 103; UACC-257: 142; SK-MEL-5: 104; SK-MEL-28: 113

How did CCNc1nc2ccccc2c2c(=O)c3cc(C)ccc3sc12 do in these assays?
T-47D: 70; SK-MEL-2: 103; MALME-3M: 104; HS 578T: 104; LOX IMVI: 81; UACC-257: 115; SK-MEL-5: 98; SK-MEL-28: 120

What do the screens show for `Clc1ccc(-c2cc(-c3ccccc3)nc(NCCNc3ccnc4cc(Cl)ccc34)n2)cc1`?
T-47D: 12; SK-MEL-2: 79; MALME-3M: -63*; HS 578T: -18*; LOX IMVI: -77*; UACC-257: 13; SK-MEL-5: 31; SK-MEL-28: -62*

What do the screens show for `CC(C)=C[C@@H]1c2c(c3ccccc3n(C)c2=O)O[C@H]2c3c(c4ccccc4n(C)c3=O)OC(C)(C)[C@@H]12`?
T-47D: 58; SK-MEL-2: 66; MALME-3M: 99; HS 578T: 93; LOX IMVI: 67; UACC-257: 82; SK-MEL-5: 61; SK-MEL-28: 104

What do the screens show for `COc1cc(C(=O)OCC(C)C)ccc1O`?
T-47D: 117; SK-MEL-2: 105; MALME-3M: 102; HS 578T: 103; LOX IMVI: 96; UACC-257: 92; SK-MEL-28: 109

Results for NNC(=O)C[n+]1ccccc1 ?
T-47D: 100; SK-MEL-2: 100; MALME-3M: 92; HS 578T: 104; LOX IMVI: 93; UACC-257: 102; SK-MEL-5: 105; SK-MEL-28: 102

How did Cn1c(=O)c2nc(CCC(=O)Nc3ccc(C(=O)O)cc3)c(=O)[nH]c2n(C)c1=S do in these assays?
T-47D: 107; SK-MEL-2: 111; MALME-3M: 106; HS 578T: 110; LOX IMVI: 99; UACC-257: 100; SK-MEL-5: 99; SK-MEL-28: 110

This part in full, from the first entry:
Results for N#Cc1cccc(-c2cc(=O)c3cc(O)ccc3[nH]2)c1 ?
T-47D: 97; SK-MEL-2: 106; MALME-3M: 102; HS 578T: 104; LOX IMVI: 96; UACC-257: 104; SK-MEL-5: 98

How did OC(Cn1nnc2ccccc21)Cn1c2ccc(Br)cc2c2cc(Br)ccc21 (stereo not given) do in these assays?
T-47D: 98; SK-MEL-2: 110; HS 578T: 126; LOX IMVI: 94; UACC-257: 108; SK-MEL-5: 106; SK-MEL-28: 115

Results for O=C(O)c1cccc2cccc(C(=O)O)c12 ?
T-47D: 107; SK-MEL-2: 113; MALME-3M: 131; HS 578T: 100; LOX IMVI: 103; UACC-257: 142; SK-MEL-5: 104; SK-MEL-28: 113

How did CCNc1nc2ccccc2c2c(=O)c3cc(C)ccc3sc12 do in these assays?
T-47D: 70; SK-MEL-2: 103; MALME-3M: 104; HS 578T: 104; LOX IMVI: 81; UACC-257: 115; SK-MEL-5: 98; SK-MEL-28: 120

What do the screens show for `Clc1ccc(-c2cc(-c3ccccc3)nc(NCCNc3ccnc4cc(Cl)ccc34)n2)cc1`?
T-47D: 12; SK-MEL-2: 79; MALME-3M: -63*; HS 578T: -18*; LOX IMVI: -77*; UACC-257: 13; SK-MEL-5: 31; SK-MEL-28: -62*

What do the screens show for `CC(C)=C[C@@H]1c2c(c3ccccc3n(C)c2=O)O[C@H]2c3c(c4ccccc4n(C)c3=O)OC(C)(C)[C@@H]12`?
T-47D: 58; SK-MEL-2: 66; MALME-3M: 99; HS 578T: 93; LOX IMVI: 67; UACC-257: 82; SK-MEL-5: 61; SK-MEL-28: 104

What do the screens show for `COc1cc(C(=O)OCC(C)C)ccc1O`?
T-47D: 117; SK-MEL-2: 105; MALME-3M: 102; HS 578T: 103; LOX IMVI: 96; UACC-257: 92; SK-MEL-28: 109

Results for NNC(=O)C[n+]1ccccc1 ?
T-47D: 100; SK-MEL-2: 100; MALME-3M: 92; HS 578T: 104; LOX IMVI: 93; UACC-257: 102; SK-MEL-5: 105; SK-MEL-28: 102

How did Cn1c(=O)c2nc(CCC(=O)Nc3ccc(C(=O)O)cc3)c(=O)[nH]c2n(C)c1=S do in these assays?
T-47D: 107; SK-MEL-2: 111; MALME-3M: 106; HS 578T: 110; LOX IMVI: 99; UACC-257: 100; SK-MEL-5: 99; SK-MEL-28: 110

What do the screens show for `O=C(NCc1cccnc1)/C(=C\c1ccc(Br)cc1)S(=O)(=O)c1ccccc1`?
T-47D: -65*; SK-MEL-2: -44*; MALME-3M: -20*; HS 578T: 15; LOX IMVI: -90*; UACC-257: -20*; SK-MEL-5: -18*; SK-MEL-28: -39*

Results for CSc1nc2n(c(=O)c1C#N)-c1ccccc1Sc1ccccc1-2 ?
T-47D: 77; SK-MEL-2: 96; HS 578T: 108; LOX IMVI: 95; UACC-257: 90; SK-MEL-5: 90; SK-MEL-28: 111

Results for O=c1c2ccccc2nc(SCCN2CCCCC2)n1CCc1ccccn1 ?
T-47D: 82; SK-MEL-2: 95; MALME-3M: 95; LOX IMVI: 96; UACC-257: 93; SK-MEL-5: 96; SK-MEL-28: 105

What do the screens show for `Cc1nn(-c2ccc(-c3ccc(OC(F)(F)F)cc3)cc2)c(N)c1C#N`?
T-47D: 47; SK-MEL-2: 84; MALME-3M: 77; HS 578T: 100; LOX IMVI: 82; UACC-257: 58; SK-MEL-5: 38; SK-MEL-28: 100

Results for C[C@]12CCC3c4ccc(OC(=O)c5ccccc5)cc4CCC3C1CC[C@@H]2O (stereo not given in full) ?
T-47D: 93; SK-MEL-2: 116; MALME-3M: 100; HS 578T: 79; LOX IMVI: 81; UACC-257: 105; SK-MEL-5: 94; SK-MEL-28: 108

What do the screens show for `O=C(Cc1ccccn1)c1ccccc1`?
T-47D: 101; SK-MEL-2: 118; MALME-3M: 103; HS 578T: 111; LOX IMVI: 96; UACC-257: 106; SK-MEL-28: 119

What do the screens show for `Cc1ccc2cc(-c3nc4ccccc4s3)c(Cl)nc2c1Cl`?
T-47D: 92; SK-MEL-2: 101; MALME-3M: 96; HS 578T: 104; LOX IMVI: 91; UACC-257: 114; SK-MEL-5: 92; SK-MEL-28: 108

How did COc1cc(-c2nn(-c3cccc(NC(=O)Nc4cc(C(F)(F)F)cc(C(F)(F)F)c4)c3)cc2-c2ccncc2)ccc1Cl do in these assays?
T-47D: 4.5*; SK-MEL-2: -52*; MALME-3M: -11*; HS 578T: -26*; LOX IMVI: -91*; UACC-257: -45*; SK-MEL-5: -96*; SK-MEL-28: -29*

What do the screens show for `COc1cc(O)c2c(c1)/C=C/C[C@H](O)[C@H](O)C(=O)/C=C\C[C@H](C)OC2=O`?
T-47D: -1.9*; MALME-3M: -20*; HS 578T: -26*; LOX IMVI: -43*; UACC-257: -20*; SK-MEL-5: -58*; SK-MEL-28: -3.6*

How did Cn1c(NCCc2ccc(O)c(O)c2)nc2c1c(=O)n(Cc1ccc(Cl)cc1)c(=O)n2C do in these assays?
SK-MEL-2: 95; MALME-3M: 82; HS 578T: 77; UACC-257: 117; SK-MEL-5: 75; SK-MEL-28: 86

Results for Cc1c(O)c(=O)ccn1Cc1nc2ccccc2s1 ?
T-47D: 72; SK-MEL-2: 81; MALME-3M: 87; HS 578T: 92; LOX IMVI: 57; UACC-257: 91; SK-MEL-5: 64; SK-MEL-28: 88

What do the screens show for `C/C(=N\NC(=O)Nc1cccc(C)c1)c1nnn(-c2ccc(Cl)cc2)c1C`?
T-47D: 108; SK-MEL-2: 111; MALME-3M: 106; HS 578T: 98; LOX IMVI: 99; UACC-257: 110; SK-MEL-5: 98; SK-MEL-28: 118

Results for N#C/C(=C1/NC(=O)c2ccccc21)c1nc2ccccc2n1CCO ?
T-47D: 92; SK-MEL-2: 92; MALME-3M: 104; HS 578T: 122; LOX IMVI: 101; UACC-257: 108; SK-MEL-5: 101; SK-MEL-28: 109

How did CCOC(=O)c1c2c(n3cccc(Cl)c13)C(=O)c1ncccc1C2=O do in these assays?
T-47D: 76; SK-MEL-2: 103; MALME-3M: 43; HS 578T: 61; LOX IMVI: 27; UACC-257: 61; SK-MEL-28: 87

Results for Cn1cc(C(=O)c2nc(-c3c[nH]c4ccc(F)cc34)no2)c2cc(F)ccc21 ?
T-47D: 92; SK-MEL-2: 98; MALME-3M: 87; HS 578T: 91; LOX IMVI: 95; UACC-257: 99; SK-MEL-5: 93; SK-MEL-28: 103

How did NC(=O)CS(=O)c1oc(-c2ccco2)nc1S(=O)(=O)c1ccc(F)cc1 (stereo not given) do in these assays?
T-47D: 88; SK-MEL-2: 96; MALME-3M: 94; HS 578T: 113; LOX IMVI: 93; UACC-257: 86; SK-MEL-5: 96; SK-MEL-28: 94

What do the screens show for `COC(=O)Cc1cc(O)cc2oc(-c3ccc(O)c(O)c3)cc(=O)c12`?
T-47D: 93; SK-MEL-2: 104; MALME-3M: 98; HS 578T: 103; LOX IMVI: 94; UACC-257: 95; SK-MEL-5: 90; SK-MEL-28: 107

What do the screens show for `O=C1C=C(NCCN2CCCC2)C(=O)c2c(OCc3ccccc3)cccc21`?
T-47D: 87; MALME-3M: 102; HS 578T: 95; LOX IMVI: 79; UACC-257: 89; SK-MEL-5: 80; SK-MEL-28: 87

How did CCCCC(=O)N/N=C/c1c(O)ccc2ccccc12 do in these assays?
T-47D: 46; SK-MEL-2: 38; MALME-3M: 46; HS 578T: 75; LOX IMVI: 27; UACC-257: 36; SK-MEL-5: 34; SK-MEL-28: 61

How did C[C@@]1(Cl)CCO[C@@H](/C=C/c2ccccc2)C1 do in these assays?
T-47D: 98; SK-MEL-2: 107; MALME-3M: 105; HS 578T: 102; LOX IMVI: 102; UACC-257: 100; SK-MEL-5: 101; SK-MEL-28: 107

How did CC[C@H](C)C(=O)O[C@H]1CCC=C2C=C[C@H](C)C(CCC3C[C@@H](O)CC(=O)O3)[C@H]21 (stereo not given in full) do in these assays?
T-47D: 105; SK-MEL-2: 19; MALME-3M: 89; HS 578T: 59; LOX IMVI: 12; UACC-257: 75; SK-MEL-5: 60; SK-MEL-28: 78

Results for COC(=O)CCC[C@@H]1O[C@@H](c2ccccc2)C[C@H]1O ?
T-47D: 125; SK-MEL-2: 112; MALME-3M: 98; HS 578T: 104; LOX IMVI: 94; UACC-257: 99; SK-MEL-5: 103; SK-MEL-28: 98

How did COc1nc2ccc(C)cc2cc1Cc1cc(-c2ccccc2)n[nH]c1=O do in these assays?
T-47D: 80; SK-MEL-2: 97; MALME-3M: 103; HS 578T: 98; LOX IMVI: 81; UACC-257: 96; SK-MEL-5: 91; SK-MEL-28: 102

What do the screens show for `CC1=NN(c2nc(-c3ccco3)c(C#N)c(=O)n2C)C(=O)C1N=Nc1ccc(S(N)(=O)=O)cc1` (stereo not given)?
T-47D: 138; SK-MEL-2: 120; MALME-3M: 114; HS 578T: 103; LOX IMVI: 97; UACC-257: 102; SK-MEL-5: 113; SK-MEL-28: 96

What do the screens show for `CCCCC(=O)OC(C)COc1ccccc1C(C)CC` (stereo not given)?
T-47D: 87; SK-MEL-2: 90; MALME-3M: 106; HS 578T: 93; LOX IMVI: 105; UACC-257: 75; SK-MEL-5: 100; SK-MEL-28: 108

How did COc1ccc(-n2ncn(Cn3cnn(-c4ccc(OC)cc4)c3=O)c2=O)cc1 do in these assays?
SK-MEL-2: 100; MALME-3M: 104; HS 578T: 86; LOX IMVI: 97; UACC-257: 97; SK-MEL-5: 96; SK-MEL-28: 94

What do the screens show for `CC(C)C(/C=C/c1[nH]ncc1-c1cc(Cl)ccc1O)N1CCOCC1` (stereo not given)?
T-47D: 95; SK-MEL-2: 91; MALME-3M: 106; HS 578T: 84; LOX IMVI: 99; UACC-257: 103; SK-MEL-5: 95; SK-MEL-28: 99

What do the screens show for `c1ccc(-c2nc(N3CCOCC3)c3c4c(sc3n2)CCCC4)cc1`?
T-47D: 63; SK-MEL-2: 83; MALME-3M: 105; HS 578T: 105; LOX IMVI: 99; UACC-257: 93; SK-MEL-5: 97; SK-MEL-28: 95

How did CCOC(=O)c1cc(-c2ccc(OC)cc2)[nH]c1NNC(C)=O do in these assays?
T-47D: 165; SK-MEL-2: 100; MALME-3M: 107; HS 578T: 102; LOX IMVI: 102; UACC-257: 111; SK-MEL-5: 107; SK-MEL-28: 120

What do the screens show for `COc1cc(OC)c(OC)cc1/C=C/C(=O)c1ccc(B(O)O)cc1`?
T-47D: 81; SK-MEL-2: 95; MALME-3M: 107; HS 578T: 83; LOX IMVI: 63; UACC-257: 81; SK-MEL-5: 72; SK-MEL-28: 84

How did COc1cc(-c2nn(C(C)(C)C)cc2-c2ccnc(NCCCNS(=O)(=O)c3ccc(Cl)cc3)n2)ccc1Cl do in these assays?
T-47D: 64; SK-MEL-2: 83; MALME-3M: 88; HS 578T: 71; LOX IMVI: 65; UACC-257: 82; SK-MEL-5: 77; SK-MEL-28: 84

Results for O=S(=O)(NCC[C@@H]1C[C@H]1c1ccc2ccccc2c1)c1ccc(C(F)(F)F)cc1 ?
SK-MEL-2: 104; MALME-3M: 89; HS 578T: 90; LOX IMVI: 98; UACC-257: 100; SK-MEL-5: 95; SK-MEL-28: 108

What do the screens show for `O=c1c2ccccc2nc(SCCN2CCCCC2)n1CCc1ccccc1`?
T-47D: 65; SK-MEL-2: 102; HS 578T: 94; LOX IMVI: 82; UACC-257: 96; SK-MEL-5: 77; SK-MEL-28: 101

How did c1cc(-c2nsc(-c3ccncc3)n2)ccn1 do in these assays?
T-47D: 95; SK-MEL-2: 108; MALME-3M: 104; HS 578T: 98; LOX IMVI: 100; UACC-257: 96; SK-MEL-5: 96; SK-MEL-28: 129
